# MIN6 prolif: inducers of MIN6 beta-cell proliferation, primary screen, ATP luminescence, uHTS. MIN6 cells proliferation, ATPlite luminescence, 48 h; cells starved in 0.2% serum; 100% = growth in 10% serum. proliferation, % at 10 µM. 330,000 compounds, 0.29% hits. AID 2380, 2010;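 active = compounds whose signal lies at least 3.5 SD above the mean of all wells on their plate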;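 note: 0% = DMSO-treated cells in low-serum medium and 100% = 10% serum control; some compounds called inactive have numbers as strong as hits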
# SENP8 block-1: human SENP8 protease inhibitors, primary screen, biochemical, fluorescence, Nedd8 protein substrate, uHTS; Sentrin-specific protease 8 (Homo sapiens), Q96LD8; AID 602440, 2012; 360,000 compounds, 0.64% hits; recombinant SENP8; inhibition, % at 20 µM; in the data active = inhibition mostly above about 40%, no sharp cut-off; inactive = mostly below about 27%
# Target sequence (Q96LD8 whole entry, looked up): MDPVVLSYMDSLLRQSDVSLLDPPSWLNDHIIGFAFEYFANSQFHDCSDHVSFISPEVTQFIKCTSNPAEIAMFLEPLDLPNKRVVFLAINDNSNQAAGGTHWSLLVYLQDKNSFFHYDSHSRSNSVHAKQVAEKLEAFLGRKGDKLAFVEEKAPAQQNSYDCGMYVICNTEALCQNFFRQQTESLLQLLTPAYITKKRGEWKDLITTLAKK
# PfG6PD inh: PfG6PD enzyme inhibitors, primary screen, biochemical, fluorescence intensity, uHTS. glucose-6-phosphate dehydrogenase-6-phosphogluconolactonase (Plasmodium falciparum 3D7). PfGluPho enzyme, NADPH resazurin-diaphorase fluorescence. inhibition, % at 20 µM. 350,000 compounds, 0.78% hits. AID 504690, 2011;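 active = inhibition reaching at least a set limit at 20 µM in the primary screen, cut at about 59% in these data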;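 note: 0% = DMSO wells with substrate and 100% = DMSO wells lacking glucose-6-phosphate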
# SENP8 block-2: SENP8 protease inhibitors, primary screen, biochemical, luminescence; purified SENP8, Z-RLRGG-aminoluciferin cleavage; inhibition, % at 10 µM; AID 2540, 2010; Sentrin-specific protease 8 (Homo sapiens), Q96LD8; 330,000 compounds, 1.2% hits; in the data active = inhibition above about 50%
# SENP1 FRET inh: human SENP1 catalytic domain inhibitors, primary screen, biochemical, FRET, uHTS; Sentrin-specific protease 1 (Homo sapiens), Q9P0U3; recombinant SENP1 catalytic domain, CyPet-SUMO1-YPet FRET cleavage; inhibition, % at 10 µM; 360,000 compounds, 0.21% hits;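 active = inhibition at least 30% at 10 µM, raw YFP signal under a set limit, fluorescence ratio 0.5 to 1.5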;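 note: 0% = enzyme with DMSO and 100% = no enzyme wells; some results filed as inactive read as strong as hits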
#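 Test system: hSENP1 catalytic domain, recombinant; Amount: 20 pM final SENP1 enzyme; Medium: Tris pH 8 buffer plus EDTA, NaCl, BME, BSA, NP40, catalase; Schedule: 50 min enzyme reaction, room temperature, light-protected; Technique: FRET fluorescence in CFP and YFP emission channels; Controls: no-enzyme wells low, DMSO-plus-enzyme wells high control.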
# UBC13 polyUb: UBC13 polyubiquitin chain formation inhibitors, primary screen, biochemical, TR-FRET, uHTS; Ubiquitin-conjugating enzyme E2 N (Homo sapiens), P61088; inhibition, % at 20 µM; 330,000 compounds, 0.47% hits; in the data active = inhibition above about 45%, passing the limit was not always enough
# HKDC1 inhibitor: HKDC1 hexokinase inhibitors, primary screen, biochemical, fluorescence, uHTS. 340,000 compounds, 0.16% hits. inhibition, % at 20 µM. recombinant HKDC1, G6PDH/diaphorase resazurin coupled fluorescence;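 active = inhibition above about 35% when tested at 20 µM, limit read from the data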;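 note: plate controls were DMSO wells with enzyme for no effect and DMSO wells lacking enzyme for full effect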
# Target sequence (Q2TB90 whole entry, looked up): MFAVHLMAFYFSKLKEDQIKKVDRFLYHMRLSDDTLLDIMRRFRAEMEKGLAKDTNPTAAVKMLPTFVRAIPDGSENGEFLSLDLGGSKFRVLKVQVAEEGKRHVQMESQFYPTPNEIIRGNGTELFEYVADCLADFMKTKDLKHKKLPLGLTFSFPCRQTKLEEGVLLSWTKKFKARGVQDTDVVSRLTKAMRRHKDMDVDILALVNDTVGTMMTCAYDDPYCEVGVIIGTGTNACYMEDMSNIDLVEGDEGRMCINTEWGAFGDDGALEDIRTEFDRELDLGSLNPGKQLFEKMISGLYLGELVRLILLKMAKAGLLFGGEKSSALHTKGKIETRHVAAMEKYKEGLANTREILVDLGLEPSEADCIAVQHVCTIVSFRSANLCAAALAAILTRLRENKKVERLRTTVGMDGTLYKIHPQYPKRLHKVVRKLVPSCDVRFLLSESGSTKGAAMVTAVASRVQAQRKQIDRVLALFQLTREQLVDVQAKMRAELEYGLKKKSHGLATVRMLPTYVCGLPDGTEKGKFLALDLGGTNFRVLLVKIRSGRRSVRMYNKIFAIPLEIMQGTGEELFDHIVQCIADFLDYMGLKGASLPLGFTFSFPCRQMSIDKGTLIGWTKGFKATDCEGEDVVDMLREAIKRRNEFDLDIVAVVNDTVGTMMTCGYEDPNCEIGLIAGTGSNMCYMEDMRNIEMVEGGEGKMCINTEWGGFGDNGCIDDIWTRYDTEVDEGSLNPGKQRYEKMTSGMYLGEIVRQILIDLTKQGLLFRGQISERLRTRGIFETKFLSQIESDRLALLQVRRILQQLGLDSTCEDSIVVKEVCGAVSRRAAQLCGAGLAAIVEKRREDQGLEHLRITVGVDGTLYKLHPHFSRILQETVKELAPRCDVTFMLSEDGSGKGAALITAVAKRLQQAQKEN
#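 Material: recombinant HKDC1 hexokinase; Amount: HKDC1 at 5 µg/mL; Medium: Tris pH 8.0 buffer with MgCl2, Tween-20, BSA, BME; Schedule: 90 min reaction incubation at room temperature, dark; Technique: coupled resazurin fluorescence, excitation 525 nm, emission 613 nm.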
# SENP7 block: SENP7 protease inhibitors, primary screen, biochemical, luminescence, uHTS. Sentrin-specific protease 7 (Homo sapiens), Q9BQF6. recombinant SENP7, Z-RLRGG-aminoluciferin luminescence, 40 min. 330,000 compounds, 1.5% hits. inhibition, % at 5 µM;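 active = inhibition above about 50% at the single test dose, limit read from the data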;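 note: plate controls were DMSO with enzyme for no effect and no enzyme buffer wells for full effect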
# SENP6 inh: SENP6 protease inhibitors, primary screen, biochemical, luminescence, uHTS | Recombinant SENP6 catalytic domain, aminoluciferin luminescence | inhibition, % at 10 µM | Sentrin-specific protease 6 (Homo sapiens), Q9GZR1 | 330,000 compounds, 1.8% hits;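 active = inhibition above about 50% at the single tested dose, limit read from the data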;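 note: plate controls were DMSO wells with enzyme for no effect and DMSO wells lacking enzyme for full effect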
# The depositor's hits bear a star; i = inactive; nt = no result given; & = joins results of further samples.
mol	PfG6PD inh	SENP7 block	HKDC1 inhibitor	SENP8 block-1	SENP8 block-2	SENP6 inh	UBC13 polyUb	SENP1 FRET inh	MIN6 prolif
CCOC(=O)C(Cc1ccc(NC(C)=O)cc1)N1C(=O)c2ccccc2C1=O (stereo not drawn)	-11	-15	-5	0	-16	-6	-6	1	1
COc1cc(=O)n(C)c2ccccc12	-7	0	9	1	-11	-19	2	3	1
NS(=O)(=O)c1cccc(NC(=O)COC(=O)Cn2cnc3ccccc32)c1	-7	10	-9	19	3	11	-2	5	-2
CCc1ccc(-c2cc(C)no2)cc1S(=O)(=O)NC(C)Cc1ccco1 (stereo not drawn)	-2	-3	-2	-1	-6	-2	6	-1	-1
CN(CC(=O)Nc1ccc(F)cc1[N+](=O)[O-])C1CCS(=O)(=O)C1 (stereo not drawn)	5	-8	-1	14	4	11	1	-1	-4
C[C@@H](CO)NC(=O)c1ccc2c3n(nc2c1)-c1ccccc1CO3	9	37	-6	-221	49	57*	2	1	-9
CCC/C(C(=O)NCCO)=C1/c2ccccc2C(=O)N1c1ccccc1	11	6	-4	10	1	2	8	-4	-4
CC1CN(CCCCOc2ccc(Cl)c3ccccc23)CC(C)O1 (stereo not drawn)	22	12	1	18	-7	-10	10	1	-4
O=C(COc1ccccc1C(=O)O)Nc1ccc(SC(F)F)cc1	-13	10	-5	3	7	26	-4	4	-1
COC(=O)c1ccc(CN2C(=O)C3CCCCC3C2=O)o1 (stereo not drawn)	-6	5	-9	7	-5	-17	13	1	0
Cc1ccc(NC(=O)CN(C)CC(=O)NC2CCCc3ccccc32)cc1 (stereo not drawn)	-3	-3	-3	7	-3	-11	-11	-1	-2
Cn1cncc1C#Cc1c(C=O)n(C)c2ccccc12	3	9	8	i	-2	0	24	-30	-1
COc1ccc(NC(=O)CN2C(=O)COc3ccc(S(=O)(=O)N4CCOCC4)cc32)c(OC)c1	-1	-4	-5	4	1	18	-1	0	0
C/C=C/c1ccc(OCC(=O)OCC2=C(C(=O)OCC)C(C)NC(=O)N2)c(OC)c1 (stereo not drawn)	-10	-5	-3	-2	-7	-13	-4	-1	-3
COc1ccc(CN2CCC3CC2c2cc(-c4cccc(C)c4)ccc23)cc1 (stereo not drawn)	13	nt	-3	6	nt	nt	nt	0	nt
COc1ccc(CC(=O)N2CCOCC2)cc1	16	1	3	24	-5	-14	-3	1	2
CC1CC(C)(C)NC(=S)O1 (stereo not drawn)	-3&-3	0&7	-2&-5	20&18	-5&-3	-2&2	2&10	1&2	-1&-2
NC(=O)CC(NC(=O)Cc1ccc(Br)cc1)c1ccc(N2CCN(c3ccccc3)CC2)c([N+](=O)[O-])c1 (stereo not drawn)	-5	4	1	27	-5	8	-5	0	-2
CC/C(=N/N=C(/CC)c1ccc(O)cc1)c1ccc(O)cc1	2	-2	-1	32	0	-10	3	2	-1
Cc1ccc(-n2nnnc2-c2ccccc2)cc1	5	1	-8	-1	-3	-6	11	0	4

# Single records (already shown). Order of values: PfG6PD inh, SENP7 block, HKDC1 inhibitor, SENP8 block-1, SENP8 block-2, SENP6 inh, UBC13 polyUb, SENP1 FRET inh, MIN6 prolif
# `Cc1ccc(NC(=O)CN(C)CC(=O)NC2CCCc3ccccc32)cc1` (stereo not drawn) reads -3, -3, -3, 7, -3, -11, -11, -1, -2
# `CN(CC(=O)Nc1ccc(F)cc1[N+](=O)[O-])C1CCS(=O)(=O)C1` (stereo not drawn) reads 5, -8, -1, 14, 4, 11, 1, -1, -4

# The listing continues.
mol	PfG6PD inh	SENP7 block	HKDC1 inhibitor	SENP8 block-1	SENP8 block-2	SENP6 inh	UBC13 polyUb	SENP1 FRET inh	MIN6 prolif
O=C(c1ccco1)c1cc2c(ccc3ccccc32)oc1=O	-2	-17	-4	-253	-15	-10	-13	-79	2
Cc1sc2c(c1C)C(=O)/C(=C\Nc1ccccn1)S(=O)(=O)N2C	0	-5	-9	-48	-1	7	4	0	-2
CCC(C(=O)NCCc1ccc(OC)c(OC)c1)n1nc(C)n2c(cc3occc32)c1=O (stereo not drawn)	4	4	-8	5	0	9	6	3	-2
COC(=O)c1ccc2nc(C(F)(F)F)[nH]c2c1	9	6	6	11	-6	10	8	4	-2
COCCNC(=O)CCN1N=C(c2ccccc2)CCC1=O	2	-2	-3	14	3	-16	-1	3	3
CCCc1cc(=O)oc2cc(C)cc(OCC(=O)NC3CCN(Cc4ccccc4)CC3)c12	-6	-5	1	-235	-1	-4	24	1	4
COc1ccc(C(=O)NC(=S)N2CCN(c3ccccc3OC)CC2)cc1OC	8	-1	-6	11	-2	-5	-3	3	-3
O=C(NNC(=O)c1ccc(Cl)c(S(=O)(=O)Nc2ccc(Cl)cc2)c1)c1ccc(=O)[nH]c1	-16	-1	3	-10	-14	-8	-1	8	2
COc1cc(NC(=O)COC(=O)CNC(=O)c2cc(C)cc(C)c2)c(C)cc1[N+](=O)[O-]	-18	7	1	31	0	-2	-6	0	-1
Cc1ccc(Cl)cc1NC(=O)c1cc2ccccc2cc1O	61*	25	-2	-254	4	36	4	-35	-6
Cc1ccccc1NC(=O)C1Cc2ccccc2CN1C(=O)OCc1ccccc1 (stereo not drawn)	1	-7	-2	12	-2	-7	-5	-1	0
O=C(NC1CCCCC1)C(c1ccccn1)N(C(=O)c1csnn1)c1ccccc1F (stereo not drawn)	4	5	-7	14	2	-3	2	0	2
COc1ccc(NC(=O)CSc2nnc(-c3cccs3)n2C)cc1OC	-15	-4	-5	7	3	9	-4	4	-1
NC(=O)c1cc(S(=O)(=O)NCc2cccc(Br)c2)cs1	5	-1	2	8	1	1	-3	-2	-1
Cc1cc(C)n2nc(SCCC(=O)NCCc3ccccc3)nc2n1	16	3	6	14	5	22	13	-3	0
Cc1ccc(NC(=O)COC(=O)CN2C(=O)C3CCCCC3C2=O)cc1C (stereo not drawn)	6	-6	-2	6	-5	-17	0	2	-1
Cc1cc(NC(=O)C2CCCCC2)nc2c1c(=O)oc1ccccc12	16	4	7	3	0	-4	-8	-18	-4
OCCN1C[C@H](O)[C@@H](O)[C@H](O)[C@H]1CO	nt	6	nt	nt	1	2	-2	nt	-3
Cc1ccsc1C(C(=O)NC(C)(C)C)N(C(=O)c1csnn1)c1ccccc1 (stereo not drawn)	-8	-10	-2	7	0	-5	9	1	2
O=C(CN(C(=O)Cn1nnc(-c2cccs2)n1)c1ccc2c(c1)OCCO2)NCC1CCCO1 (stereo not drawn)	-16	-11	0	27	-4	-15	-7	-1	-3

# Marked active in SENP6 inh (from the list above):
SMILES	PfG6PD inh	SENP7 block	HKDC1 inhibitor	SENP6 inh	UBC13 polyUb	SENP1 FRET inh
C[C@@H](CO)NC(=O)c1ccc2c3n(nc2c1)-c1ccccc1CO3	9	37	-6	57*	2	1

# (more compounds)
mol	PfG6PD inh	SENP7 block	HKDC1 inhibitor	SENP8 block-1	SENP8 block-2	SENP6 inh	UBC13 polyUb	SENP1 FRET inh	MIN6 prolif
Nc1nc(-c2ccco2)c(-c2ccco2)s1	41	10	9	-67	7	-3	-20	21	0
O=C(NCCc1ccc(F)cc1)c1cccs1	-7	3	-11	4	2	0	10	1	-1
CC(C)(C)c1ccc(S(=O)(=O)C(C)(C)C)cc1	-2	-11	5	15	-12	2	2	1	-4
O=c1[nH]n2c(=O)c3c([nH]c2c1N=Nc1ccccc1)CCC3	-16	-7	20	46*	-11	-8	-139	3	0
O=C(O)c1ccc2nnn(O)c2c1	-4	4	-7	15	3	-1	0	3	-1
O=C(O)c1cccc2c1-c1ccc(Cl)cc1C2=O	-7	nt	-7	6	nt	nt	nt	1	nt
C=CCNC(=S)Nc1cccc2ccccc12	6	-1	-9	-49	-1	-9	6	1	-2
c1ccc(-c2nc(-c3cccs3)[nH]c2-c2ccccc2)cc1	6	0	-10	-309	3	-3	-2	7	-3
Cc1ccc(C)c(N(CC(=O)NCc2ccc3c(c2)OCO3)C(=O)CCC(=O)Nc2ccccn2)c1	-13	13	-2	9	-2	-13	-1	1	0
COC(=O)COc1ccc(NC(=O)Cn2nc(-c3ccccc3)c3ccccc3c2=O)cc1	0	3	0	5	7	3	-4	-1	-8
O=C(CN1CCN(CC(=O)Nc2ccccn2)CC1)Nc1ccccn1	6	-9	-6	29	-7	-20	-7	-4	-3
CN(C)CCCn1c(=S)[nH]c2ccccc2c1=O	3	4	-11	3	1	-2	3	3	0
Cc1ccnc2nc(C(=O)OC(C)C(=O)NCc3ccccc3)nn12 (stereo not drawn)	14	4	-1	8	-5	8	4	3	2
CSc1nc(Nc2ccc(Cl)cc2)c(C#N)c(=O)[nH]1	-5	-2	2	-5	12	5	-11	2	-3
CCN(CC)S(=O)(=O)c1cccc(S(=O)(=O)N2CCCCC2)c1	-4	-3	-7	17	-10	-16	-1	0	0
Cn1c(C(=O)Nc2ccc(Cl)cc2)cc2cc(Cl)ccc21	-11	-1	4	-7	6	8	14	0	0
Cn1c(CO)nc2c3ccccc3ccc21	-36	-15	-1	15	-6	-8	2	-1	-2
COc1ccc(NC(=O)C(CC(C)C)NC(=O)c2ccccc2C)cn1 (stereo not drawn)	-6	6	-2	2	0	-9	4	-2	-1
Cn1c(N2CCC(C(N)=O)CC2)nc2c1c(=O)n(Cc1ccc(Cl)cc1)c(=O)n2C	-8	8	0	14	5	4	0	-1	0
Cc1cccc(C)c1NC(=O)CN(C)CC(=O)N(C)CC(=O)Nc1ccccc1Br	13	8	-8	7	7	13	0	2	3
CCN(CC)C(=O)c1ccc2c(=O)n(Cc3ccc4c(c3)OCO4)c(=S)[nH]c2c1	6	1	6	15	-1	-1	12	1	0
O=C(NCCCN1CCOCC1)Nc1ccc(Cc2ccc(NC(=O)NCCCN3CCOCC3)cc2)cc1	-1	-2	-10	15	-10	-3	4	-1	2
COc1ccc2[nH]c(=O)c(CN(CCO)C(=O)c3ccccc3F)cc2c1	-5	-1	5	-285	2	7	6	3	-4
N#Cc1cccc(NCC(=O)Nc2ccc3c(c2)OCCO3)c1	11	1	1	-137	-14	-12	0	1	-2
Cc1ccc(S(=O)(=O)CCC(=O)OCc2nc(N)nc(Nc3ccccc3C)n2)cc1	35	-2	2	-1	4	-6	0	0	6
Cc1cc(C(=O)COC(=O)c2ccc(N)cc2)c(C)n1-c1c(C)n(C)n(-c2ccccc2)c1=O	0	4	2	10	-7	4	3	-1	2
Cc1ccc(OCCNC(=O)c2ccccc2N)cc1	-8	7	9	-452	-16	-10	8	3	-3
COc1ccc(C(=O)CCC(=O)NCc2cc(OC)cc(OC)c2)cc1	4	12	-3	6	6	-6	4	-4	2
Cc1noc(C)c1NC(=O)N(C)C[C@H]1Oc2c(NC(=O)C3CCCCC3)cccc2C(=O)N([C@H](C)CO)C[C@@H]1C	2	-8	-9	6	-5	-16	-12	2	-2
O=C(CSc1nc2ccccc2c(=O)n1-c1ccccc1)N1CCCC1	-1	6	-8	10	2	10	9	0	0
